Assay outcomes (PubChem BioAssay)
HSF1 activator: increases HSF-1 driven luciferase reporter signal; NIH3T3-HGL HSF-1 luciferase reporter, MG132, 8 h; 100% = twice DMSO control signal; 300,000 compounds, 1.7% hits; activation, % at 9 µM;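 active = mean replicate activation of at least 50% with a set share of replicates each reaching 50%; inconclusive = only one of those two conditions met; inactive = mean below 50% and too few replicates reaching it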;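 also: 0% = median of the neutral control wells and 100% = twice that signal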
Platelet DG rel: platelet dense granule release activity | 300,000 compounds, 0.22% hits | inhibition, %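 (compounds screened at 7.5 µM in platelet-rich plasma)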 | AID 1663 | human platelet-rich plasma, SFLLRN dense granule ATP release, luminescence;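 active = mean replicate score, as percent of positive control, at or above 50; inconclusive = mean below 50 but at least one replicate at or above 50; inactive = mean and every replicate below 50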
KLF5 inhibitor: suppresses KLF5 promoter-driven expression. inhibition, % at 5 µM. DLD-1 KLF5 promoter-luciferase reporter, luminescence. 290,000 compounds, 0.23% hits;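 active = inhibition above a per-plate limit of that plate's mean compound inhibition plus 3 SD, cut at about 60% in these data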;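 also: 0% = DMSO wells and 100% = LY294002 at 200 µM; higher means less KLF5 promoter-driven luciferase light; inactives centre near -14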
HSF1 inhib: HSF1 inhibition; 300,000 compounds, 0.77% hits; AID 2098; activity change, negative = inhibition, % at 7.5 µM (by protocol); NIH3T3-HGL HSE-luciferase, MG132-induced, luminescence 8 h; hits give low values;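 active = more than half of replicate wells show activity change below -50%, luminescence cut by over half; inconclusive = some wells, but at most half, below -50%; inactive = no replicate well below -50%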;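 also: luciferase reports HSF-1 transcriptional activity via heat shock element; 0% = median of DMSO wells and -100% = zero luminescence signal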
aSyn 5UTR inh: MLPCN primary screen, SNCA 5' untranslated region | alpha-synuclein 5'UTR reporter, inhibitor activity | inhibition, % (tested at 7.5 µM) | 300,000 compounds, 0.82% hits; in the data active = inhibition above about 60%; inconclusive = no clear call, values can overlap the other calls;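 also: H4 neuroglioblastoma cells stably carrying SNCA 5'UTR luciferase fusion; 0% = DMSO wells and 100% = positive control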
IEC-6 cytotox: counter-screen for KLF5 inhibitors: cytotoxicity in IEC-6 cells; IEC-6 cytotoxicity, luminescence viability; inhibition, % at 5 µM; 290,000 compounds, 0.78% hits; AID 1825; in the data active = inhibition above about 22%;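 also: 0% = plate median of test compound wells and 100% = cytotoxic reference compound wells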
HIF activator: HIF pathway transcriptional activation; U2OS HRE-luciferase reporter, luminescence; normalized: DMSO 0%, desferrioxamine 100%; activation, % at 7.5 µM (by protocol); 300,000 compounds, 0.32% hits; AID 1910;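 active = mean activation of at least 10% of the iron chelator positive control signal, with at least half of replicates also reaching 10%; inconclusive = mean and replicate majority disagree about reaching 10%; inactive = mean and most replicates under 10%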
AI-2 QS mod: Vibrio harveyi AI-2 quorum sensing modulation; activity change, % at 7.5 µM; Vibrio harveyi JMH597 AI-2 luminescence/OD600 ratio, 9 h; hits give low values; strain lacks LuxN and CqsS sensors; 0 = neutral-control median; AID 2094; 300,000 compounds, 0.4% hits; in the data active = activity change below about -75%, passing the limit was not always enough; inconclusive = no clear call, values can overlap the other calls;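 also: luminescence divided by OD600 gain over 9 h not by final OD600 alone; inactives centre near 13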
HDAC3 inh: human HDAC3 inhibition | recombinant HDAC3, fluorogenic peptide/trypsin coupled, fluorescence | inhibition, % at 8.3 µM | 320,000 compounds, 0.15% hits; in the data active = inhibition above about 26%, passing the limit was not always enough; inconclusive = no clear call, values can overlap the other calls
Target sequence (O15379 whole entry, looked up): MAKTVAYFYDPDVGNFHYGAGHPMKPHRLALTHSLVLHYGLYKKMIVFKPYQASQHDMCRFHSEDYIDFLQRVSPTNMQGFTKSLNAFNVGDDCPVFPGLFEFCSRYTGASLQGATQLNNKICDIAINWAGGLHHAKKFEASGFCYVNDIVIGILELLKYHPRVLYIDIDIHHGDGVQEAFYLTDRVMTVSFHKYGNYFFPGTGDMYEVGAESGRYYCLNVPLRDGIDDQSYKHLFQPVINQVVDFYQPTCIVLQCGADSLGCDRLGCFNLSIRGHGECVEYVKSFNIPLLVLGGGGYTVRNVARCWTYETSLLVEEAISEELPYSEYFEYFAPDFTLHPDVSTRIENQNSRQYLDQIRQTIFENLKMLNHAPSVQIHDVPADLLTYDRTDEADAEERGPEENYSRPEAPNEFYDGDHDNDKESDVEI
HSP90 inh: HSP90 refolding inhibition in rabbit reticulocyte lysate; inhibition, % at 5.6 µM; 290,000 compounds, 0.91% hits; luciferase refolding luminescence, 3 h;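 active = inhibition above the screen-wide mean plus 3 SD, computed separately per campaign, cut at about 16% in these data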;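 also: 0% = DMSO wells and 100% = 60 µM geldanamycin wells; inhibitors lower the luminescence because luciferase stays unfolded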
Starred values were filed as active, the others as inactive; ? = inconclusive; . = not tested or not shown.

SMILES	HSF1 activator	Platelet DG rel	KLF5 inhibitor	HSF1 inhib	aSyn 5UTR inh	IEC-6 cytotox	HIF activator	AI-2 QS mod	HDAC3 inh	HSP90 inh
COc1cc2c(cc1OC)CN(C(=O)c1cc(S(=O)(=O)N3CCOCC3)ccc1C)CC2	-7	-16	.	-9	5	.	-0.1	25	-5	.
N#CCCn1cnc2ccccc21	1	-2	-23	3	11	-3	-0.2	12	3	-1
OCc1cccc[n+]1CCc1ccccc1	-6	12	.	-3	4	.	0.3	-2	3	.
O=C(c1ccccc1Oc1ccccc1)N1CCN(c2ccc(F)cc2)CC1	-16	-1	4	6	-4	-2	1.6	10	6	-2
O=S(=O)(c1ccc(N2CCCC2)nc1)N1CCCC1	-16	1	-8	-8	-9	7	0.7	13	0	5
COc1ccc(CC(=O)Nc2nc3ccc(F)cc3s2)cc1S(=O)(=O)N1CCOCC1	-13	1	-6	-4	-19	-8	0.7	5	-4	-2
Cc1cc(C)c2ccc3c(C)c(C)n(C)c3c2n1	-10	6	-79	1	-5	-2	0.0	11	-2	-3
Cc1ccn2c(=O)c(C(=O)NCCCN3CCCCC3C)c(O)nc2c1 (stereo not drawn)	-3	14	-7	-6	-5	2	-0.1	17	-12	-6
O=C(NCc1ccc(Cl)cc1)c1ccc(Br)o1	5	-1	-4	4	-1	9	0.1	-30	-2	3
Cc1cc(S(=O)(=O)NC2CCCCC2)ccc1OCC(=O)NCC1CCCO1 (stereo not drawn)	6	1	11	0	3	0	0.4	29	-5	1
CCCCC(=O)N1CCN(c2nc3ccc(Br)cc3s2)CC1	28	-5	-90	1	-102	0	4.3	1	-11	-4
COc1c(O)cnn(-c2ccccc2)c1=O	-6	-8	-9	6	18	4	0.5	5	4	0
Cc1cc2ccccn2c1C(=O)c1ccncc1	-3	2	2	6	25	2	0.4	9	3	1
COC(=O)c1cc(S(=O)(=O)NCCc2ccc(C)cc2)c[nH]1	-4	-11	-7	-4	13	-8	0.0	-11	7	3
COc1ccc(NC(=O)c2ccccc2-c2ccc(C(F)(F)F)cc2)cc1S(=O)(=O)N1CCOCC1	7	4	5	6	-5	-6	-0.4	9	-5	2
CCN=C1SC(C(=O)Nc2ccc(OC)cc2)CC(=O)N1CC (stereo not drawn)	-9	-4	-25	0	-12	-5	-0.2	10	1	1
CC(NC(=O)C1CCC(CNc2c(N3CCOCC3)c(=O)c2=O)CC1)c1ccccc1 (stereo not drawn)	4	-25	-3	-5	6	-4	-0.5	10	6	-1
CC1CN(C(=O)c2cc([N+](=O)[O-])cc([N+](=O)[O-])c2)CC(C)O1 (stereo not drawn)	-42	-1	-10	-29	11	-2	-1.4	29	5	1
CCOc1ccc(NC(=O)Nc2ccc(N(C)C(C)=O)cc2)cc1	-16	-3	-8	-14	21	6	-0.2	4	5	-2
CC(C)CN(C(=O)COC(=O)c1ccccc1NCc1ccco1)c1c(N)n(Cc2ccccc2)c(=O)[nH]c1=O	-5	0	.	-8	16	.	0.1	42	-15	.
COc1ccc(CNC(=O)Cn2nc(C(F)(F)F)cc2C)cc1	0	-5	-44	-2	2	-13	-0.6	14	5	-2
O=C(CCN1C(=O)S/C(=C\c2ccccc2)C1=O)NC1CCS(=O)(=O)C1 (stereo not drawn)	-14	2	-30	-3	-18	-2	0.0	5	-2	0
O=c1[nH]nc(CNc2cccc(C(F)(F)F)c2)c2ccccc12	13	11	-21	-5	9	0	-0.4	12	13	-1
O=C(NCc1ccc2c(c1)OCO2)c1ccc(CN2CCc3ccccc3C2)cc1	7	-12	-12	-3	1	-4	-0.1	-1	8	-6
CC(=O)c1cccc(NC(=O)c2ccccc2OCc2ccc(F)cc2)c1	-19	-18	-6	-9	20	0	-0.3	7	-2	2
O=C1c2ccccc2-c2nc3ccccc3cc21	25	10	-176	12	-114	-1	2.2	10	-3	0
Cc1cc(N2C(=O)C3CC=CC(C)C3C2=O)no1 (stereo not drawn)	14	2	10	-2	-2	-3	-0.1	5	-2	-1
CN1C(=O)c2ccc(N(C)C)cc2C1=O	10	21	-4	-2	2	2	0.3	-8	7	4
Cc1cccc(OCC(=O)Nc2cc(NC(=O)COc3cccc(C)c3)cc(C(=O)O)c2)c1	11	-5	-31	6	-4	-5	-31	25	2	-4
COC(=O)c1oc2ccc(Br)cc2c1-n1cccc1	4	?	2	1	21	-3	0.1	-3	-5	1

Brought forward from above: 6 compounds, then new ones.
SMILES	HSF1 activator	Platelet DG rel	KLF5 inhibitor	HSF1 inhib	aSyn 5UTR inh	IEC-6 cytotox	HIF activator	AI-2 QS mod	HDAC3 inh	HSP90 inh
CC(=O)c1cccc(NC(=O)c2ccccc2OCc2ccc(F)cc2)c1	-19	-18	-6	-9	20	0	-0.3	7	-2	2
O=C1c2ccccc2-c2nc3ccccc3cc21	25	10	-176	12	-114	-1	2.2	10	-3	0
Cc1cc(N2C(=O)C3CC=CC(C)C3C2=O)no1 (stereo not drawn)	14	2	10	-2	-2	-3	-0.1	5	-2	-1
CN1C(=O)c2ccc(N(C)C)cc2C1=O	10	21	-4	-2	2	2	0.3	-8	7	4
Cc1cccc(OCC(=O)Nc2cc(NC(=O)COc3cccc(C)c3)cc(C(=O)O)c2)c1	11	-5	-31	6	-4	-5	-31	25	2	-4
COC(=O)c1oc2ccc(Br)cc2c1-n1cccc1	4	?	2	1	21	-3	0.1	-3	-5	1
COc1ccccc1NC(=S)NC(C)=O	-7	2	-6	1	-11	8	-0.4	20	-11	-2
Cc1ccc(CN2CCC(Oc3ccc(C(=O)NCc4ccccn4)cc3)CC2)o1	-16	16	-40	-4	5	-3	0.0	12	-5	1
COc1ccccc1-c1cc(SC)c(C#N)c(=O)o1	-13	0	4	-18	-13	2	0.4	4	1	-2
Cc1ccc(OCc2cc(C(=O)N3CC4C[C@@H]5CC3C[C@H](C4)C5)no2)cc1C	33	-9	-184	31	-111	0	3.1	26	6	-1
Cc1ccc(C(=O)NNC(=O)/C=C\C(=O)O)cc1	-5	0	-17	1	-57	8	2.7	20	.	1
COc1ccc(C)cc1N(C)C(=O)c1coc(=O)c2ccccc12	7	0	-5	5	18	-2	-0.6	3	-17	0
CC#CC[N+](C)(C)CCCCCCCCCC	-6	15	5	-9	-9	10	0.6	7	-2	-1
CSc1nc2[nH]ncc2c(=O)[nH]1	-4	-2	8	-2	12	5	-0.3	23	-6	2
Cc1ccc(-n2c(SCc3nnc4n3CCC4)nnc2-c2ccccc2)cc1	3	-2	-2	-6	2	-4	-2.3	18	0	1
Cc1ccc(P(=O)(CSC(=N)N)c2ccc(C)cc2)cc1	-12	-1	-28	-13	-22	0	0.1	22	4	1
O=C(OCc1ccccc1)/C(=C/c1ccccc1Cl)NC(=O)c1ccco1	4	8	-30	5	-27	-13	-1.5	14	2	9
COc1ccc(S(=O)(=O)Nc2cccnc2)c(C)c1C	2	-2	-33	0	9	1	-8.7	.	1	-3
O=C(CSc1nnc(-c2ccccc2O)o1)N1CCc2ccccc2C1	39	-13	1	16	-20	1	0.4	12	3	-1
O=C(N/N=C/c1cccnc1)c1cccs1	-5	2	-109	2	-82	0	0.1	24	7	-4
CCOC(=O)C1CCN(C(=O)c2ccccc2CCc2ccccc2)CC1	-1	-1	-16	-9	3	-6	0.3	16	6	-1
Cc1ccc(S(=O)(=O)Nc2cccc(-c3ccc(N4CCCCCC4)nn3)c2)c(C)c1	0	0	-73	-1	-9	2	0.4	35	-1	8
Cc1ccc(NC(=O)c2cccnc2C(=O)Nc2ccc(C)cc2)cc1	-5	0	-21	-4	14	-2	0.3	17	4	0
Clc1ccccc1-c1nnc2sc(-c3cccs3)nn12	-7	-3	-3	4	-56	-4	0.3	5	-6	4
Cc1ccc(Cl)cc1NC(=O)CN1CCOCC1	13	1	.	1	3	.	-1.1	-6	-9	.
Cc1ccc(S(=O)(=O)NC(=O)c2cc(C)n(C3CC3)c2C)cc1	1	-4	-4	-5	0	-4	0.5	12	-3	1
Cn1ccnc1C(=O)Cc1ccc([N+](=O)[O-])cc1	15	-5	.	-2	-11	.	-0.1	9	1	.

Complete entries, quoted from the list:
`CC#CC[N+](C)(C)CCCCCCCCCC` reads HSF1 activator = -6; Platelet DG rel = 15; KLF5 inhibitor = 5; HSF1 inhib = -9; aSyn 5UTR inh = -9; IEC-6 cytotox = 10; HIF activator = 0.6; AI-2 QS mod = 7; HDAC3 inh = -2; HSP90 inh = -1
`CCCCC(=O)N1CCN(c2nc3ccc(Br)cc3s2)CC1` reads HSF1 activator = 28; Platelet DG rel = -5; KLF5 inhibitor = -90; HSF1 inhib = 1; aSyn 5UTR inh = -102; IEC-6 cytotox = 0; HIF activator = 4.3; AI-2 QS mod = 1; HDAC3 inh = -11; HSP90 inh = -4
